Screening results: PubChem BioAssay, National Center for Advancing Translational Sciences (NCATS)
S2 tox – reduces viability in counter-screen for ATXN expression inhibitors; S2 cells (HEK-293 line with an ATXN2-luciferase reporter) viability, CellTiter-Fluor protease fluorescence, 24 h; Potency, µM (doses to about 56.7 µM), most hits filed as cytotoxic; AID 651635; 400,000 compounds, 0.49% hits; also: potency is read from the fitted curve at half-maximal effect; nearly all actives have a fitted effect of over 40% in size
IL-1B inflam inh – blocks inflammasome-driven IL-1 beta release | THP-1 LPS/ATP IL-1B secretion, AlphaLISA, 16 h; active compounds read low | activity change, % at 57.5 µM | 360,000 compounds, 4.7% hits | AID 743279; in the data active = activity change below about -50%; inconclusive = mostly about -30% to -49%; also: % is scaled to controls: 0 for no effect and ±100 for the full control effect
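THP-1 cells pretreated 1 hr with compounds (up to 57.5 uM final), then stimulated with LPS (250 ng/mL final) plus ATP (1.25 mM final); secreted IL-1B measured by AlphaLISA after 16 hr, decreased signal indicating inhibition.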
TGFb SMAD3 inh – TGF-b pathway inhibition | HepG2 CAGA-GFP TGF-b/SMAD3 reporter, GFP fluorescence, 18 h; TGF-beta stimulated, 500 pg/mL final | Potency, µM (top dose mostly 46.1 µM), for the others: top-dose activity, negative = inhibition, usual class: inhibitors | 410,000 compounds, 1.2% hits | AID 588855; also: potency is read from the fitted curve at half-maximal effect; % is scaled to controls: 0 for no effect and ±100 for the full control effect; nearly all actives have a fitted effect of over 65% in size
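HEPG2 CAGA-GFP reporter cells (1000/well, DMEM with 1% FBS) received compounds, then recombinant TGF-beta at 500 pg/mL final for 18 hours at 37 degrees C. Per-cell GFP summed per well was normalised to unstimulated and stimulated DMSO controls before curve fitting.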
ATXN2 expr inh – reduces ATXN2 reporter expression in HEK-293 cells. HEK-293 ATXN2-luciferase reporter, luminescence, 24 h. Potency, µM (series often up to 57 µM), without a hit: at the highest dose activity change, negative = inhibition, most hits filed as inhibitors. 360,000 compounds, 0.72% hits; also: potency is read from the fitted curve at half-maximal effect; % is scaled to controls: 0 for no effect and ±100 for the full control effect; nearly all actives have a fitted effect of over 55% in size
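qHTS (up to 57 uM final) was run with 24 h compound exposure of reporter cells at 37 °C. Each well was multiplexed: SteadyGlo luminescence measured ATXN2-luciferase expression after a fluorogenic Gly-Phe-AFC viability readout (25 uM final).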
MCF10A rerep – inducers of DNA re-replication in MCF 10A breast cells; MCF 10A DNA re-replication, Hoechst nuclear intensity, 48 h; Potency, µM (doses to about 46.1 µM), inactives show top-dose activity, positive = re-replication, hits mostly activators; 350,000 compounds, 2.9% hits; also: potency is read from the fitted curve at half-maximal effect; % of control where 0% means no effect; nearly all actives have a fitted effect of over 50% in size
A549 tox – kills or reduces viability of A549 cells in Nrf2 counter-screen | A549 ARE-Fluc cells, CellTiter-Fluor viability, 18-24 h | Potency, µM (doses to about 46 µM), for the others: top-dose activity change, negative = cytotoxicity, actives largely listed as inhibitors | 390,000 compounds, 0.16% hits; also: potency is read from the fitted curve at half-maximal effect; % is scaled to controls: 0 for no effect and ±100 for the full control effect
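A549 ARE-Fluc cells in 5% FBS OPTI-MEM, 5000 cells/well, rested 2 h then exposed to compounds in concentration-response for 18-24 h at 37 °C. Viability by CellTiter-Fluor fluorescence (Ex 405/Em 525) after 30 min; luciferase luminescence (BugLite, 15 min, RT) read afterwards.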
Nrf2 block – blocks Nrf2 signaling. Potency, µM (series often up to 46 µM), for inactives: at the top dose activity change, negative = inhibition, hits mostly inhibitors. 360,000 compounds, 2.1% hits. A549 ARE-Fluc reporter, luciferase luminescence, 18-24 h; also: potency is read from the fitted curve at half-maximal effect; % is scaled to controls: 0 for no effect and ±100 for the full control effect; nearly all actives have a fitted effect of over 60% in size
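A549 ARE_Fluc cells, 5000/well, 5% FBS OPTI-MEM; compounds in dose-response, 18-24 h at 37 °C/5% CO2; CellTiter-Fluor viability read (Ex 405/Em 525), then BugLite luciferase luminescence = Nrf2 activity.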
Nrf2 ARE act – activators of Nrf2 (ARE) signaling; Potency, µM (doses to about 46.1 µM), for inactives: at the top dose activation, hits mostly activators; 410,000 compounds, 0.31% hits; AID 624171; AREc32 ARE-luciferase reporter (MCF7-derived line), luminescence, 24 h; also: potency is read from the fitted curve at half-maximal effect; % of control where 0% means no effect; nearly all actives have a fitted effect of over 65% in size
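AREc32 cells carrying an ARE-driven firefly luciferase, 1000 cells/well in OPTI-MEM with 5% FBS, dosed after overnight attachment and incubated 24 hr at 37 deg C. Steady-Glo luminescence read after 30 min at RT.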
HepG2 tox – counter-screen for TGF-b inhibitors: cytotoxicity in HepG2 cells | HepG2 CAGA-GFP viability, ATP luminescence, 18 h | AID 588856 | 410,000 compounds, 0.76% hits | Potency, µM (series often up to 46.1 µM), for inactives: top-dose activity change, negative = cytotoxicity, hits mostly cytotoxic; also: potency is read from the fitted curve at half-maximal effect; some results filed as inactive show a strong effect at the top dose
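HepG2 CAGA-GFP cells (1000/well, DMEM with 1% FBS) received compound, then TGF-beta at 500 pg/mL final, and were incubated 18 hours at 37 degrees C. Viability was read by CellTiter-Glo luminescence. Media-only wells were set as complete cell-killing and DMSO as no toxicity.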
Starred values were filed as active, the others as inactive; i = inactive; ? = inconclusive; nt = no result given; [ ] = dose if it differs, or a comment. Unless noted, calls follow the shape of the dose curve; as a rule, active = well fitted curve in the direction sought with a large enough effect; inconclusive = small, poorly fitted or top-dose-only effect, or another doubt; inactive = no such curve, though single readings can be large; an effect the other way counts as inactive or inconclusive.

SMILES | S2 tox | IL-1B inflam inh | TGFb SMAD3 inh | ATXN2 expr inh | MCF10A rerep | A549 tox | Nrf2 block | Nrf2 ARE act | HepG2 tox
Nc1cc(=O)[nH]c(=O)n1CC1CC1 | i | 30.5 | 3.1% | 2.6% | 9.9% | -0.2% | 4.4% | 3.4% | 0.6%
COC(=O)c1sc2nc(C)cc(C)c2c1N | i | -24.1 | 5.7% | 8.6% | 9.2% | 2.5% | -8.2% | 1.1% | 7.7%
CCCCN(CC)C(=O)c1c[nH]c2ccc(S(=O)(=O)N(C)c3ccc(Cl)cc3)cc2c1=O | i | nt | 4.4% | 5.2% | nt | -2.0% | nt | -0.8% | -1.7%
CC(C)c1nc(-c2ccc([N+](=O)[O-])cc2)cs1 | i | 8.8 | 0.0% | 21.2% | 6.7% | 2.2% | 10.2% | 2.7% | -23.8%
CCOC(=O)C1(Cc2ccc(OC)cc2)CCN(C(=O)CCc2cccnc2)CC1 | i | -21.4 | -3.0% | 30.9% | -1.8% | -2.5% | 14.9% | 0.3% | -11.6%
Cc1cc(NC(=O)CSCC(=O)OC(C)C(=O)c2cc(C)c(C)cc2C)no1 (stereo unspecified) | ? | 22.0 | 8.0% | -10.7% | 11.2% | -0.3% | 5.7% | -0.8% | -20.5%
Cc1nn(Cc2ccccc2)c(C)c1NC(=O)CSc1nc2sc3c(c2c(=O)n1C)CCC3 | i | 38.9 | 9.7% | -21.1% | 1.3% | -11.7% | -16.2% | -0.1% | -23.5%
CC1(C(=O)NS(=O)(=O)c2ccc(F)cc2F)CCN1C(=O)C1(c2ccc(Cl)cc2)CCC1 (stereo unspecified) | i | 31.5 | -6.7% | 3.4% | nt | nt | nt | -0.5% | 13.2%
CCc1ccccc1NC(=O)COCc1cc(-c2ccco2)on1 | nt | nt | 0.0% | nt | nt | 7.7% | 12.9% | 13.5% | -2.5%
CC(=O)c1sc(NC(=O)C2=NN(c3ccccc3)C(=O)CC2)nc1C | i | 18.0 | 9.0% | -26.7% | -7.2% | -1.5% | -3.4% | -0.6% | 20.3%
O=[N+]([O-])c1cc2c(cc1/C=N/NS(=O)(=O)c1ccc(Br)cc1)OCO2 | ? | 9.1 | ? | ? | 11.7% | -28.7% | nt | 0.1% | -17.6%
Cc1cccc(C)c1NC(=O)N1CCN(c2nc3ccccc3s2)CC1 | i | 14.5 | -7.1% | -25.3% | 10.8% | -18.0% | 4.61µM* | 0.6% | -18.5%
COc1ccc(S(=O)(=O)Nc2ccccc2C(=O)NCc2cccnc2)cc1 | i | -14.1 | -3.0% | 4.0% | ? | 0.0% | -2.9% | -0.1% | 6.2%
Brc1ccc(OCc2cn3ccccc3n2)cc1 | i | -13.5 | 8.5% | 0.6% | -28.2% | 15.7% | ? | 3.1% | -29.9%
Nn1c(SCC(=O)NCc2ccccc2)nncc1=O | ? | 0.0 | 15.6% | -8.3% | 13.0% | 7.0% | 11.8% | -0.2% | 2.6%
COc1cccc(OCCCn2c(-c3ccc(Cl)cc3)nc3ccccc3c2=O)c1 | i | nt | -25.5% | -3.0% | nt | 1.5% | 6.0% | 4.5% | -31.8%
CCCCCCNC(=O)CCNS(=O)(=O)c1ccc(C)cc1 | i | 4.5 | 12.6% | -6.4% | 2.1% | -1.4% | 19.1% | -0.6% | 11.4%
CC(C)C(=O)OCC(=O)Nc1ccc(N=Nc2ccccc2)cc1 | i | ? | 0.4% | 46.1%[activator] | 2.7% | ? | -0.7% | 2.5% | -3.6%
COC(=O)c1ccccc1S(=O)(=O)NNC(=O)Nc1ccccc1 | i | 13.6 | 0.9% | ? | 7.7% | 0.5% | -23.1% | -0.9% | 7.2%
COC(=O)Cc1csc(Nc2ccccc2Cl)n1 | i | 0.6 | -33.0% | 29.6% | 9.4% | -1.7% | 21.0% | 4.3% | -23.5%
CC(C)N(C(=S)NC1CC2CCC1C2)c1ccccc1 (stereo unspecified) | i | 41.2 | -1.6% | 4.0% | 7.9% | 1.4% | -8.9% | -0.1% | -1.8%
Cc1ccc(NC(=O)CSc2nc(NS(=O)(=O)c3ccccc3)cc(=O)[nH]2)cc1 | ? | 36.5 | -2.7% | 2.1% | 0.2% | 4.3% | 19.4% | 0.1% | -1.4%
Clc1ccc(-c2nnn(Cc3nc4ccccc4s3)n2)cc1 | i | 7.8 | -4.1% | 60.0%[activator] | 8.3% | 1.0% | ? | 13.7% | -6.9%
Cn1c(SCC(=O)NC(C)(C)C)nnc1-c1cccc(NC(=O)c2ccccc2F)c1 | i | -4.3 | -12.6% | -8.4% | 0.3% | -3.1% | -11.4% | 0.4% | -12.4%
CN(CCOc1ccc(-c2ccn(S(=O)(=O)c3cccc4ccccc34)n2)cc1)c1ccccn1 | i | 0.3 | -4.4% | 4.1% | 15.1% | 0.3% | -6.2% | 1.1% | -10.7%
CCOC(=O)C1=NN(c2ccccc2)C(=O)C1 | i | 6.5 | 17.2% | nt | -0.1% | 0.1% | -17.0% | -0.3% | 8.4%
Cc1cc(S(=O)(=O)Nc2ccc(C(=O)NCCN3CCOCC3)cc2)ccc1F | i | -19.3 | -5.1% | nt | nt | nt | nt | -0.1% | 5.6%
COc1ccc(C(=O)NNC(=O)c2ccccc2[N+](=O)[O-])cc1[N+](=O)[O-] | i | 12.9 | 1.2% | -15.0% | 0.8% | 2.4% | -15.2% | 6.3% | -1.5%
CN(C)S(=O)(=O)Oc1cccc(C(=O)Nc2ccc(Cl)cc2)c1 | ? | -62.9* | ? | 42.3%[activator] | ? | ? | ? | 2.7% | -16.5%
Clc1cccc(-n2ncc3c(N4CCN(Cc5ccccc5)CC4)ncnc32)c1 | i | nt | 0.3% | 12.3% | nt | -1.1% | nt | -1.2% | 3.2%
CCOC(=O)Cc1c(C)nc2c(-c3ccccc3)c(-c3ccccc3)[nH]n2c1=O | i | 18.2 | -15.9% | -17.3% | ? | -18.0% | nt | 0.7% | -43.3%
CCOC(=O)C1CCCN(C(=O)c2cc(Cl)ccc2Cl)C1 (stereo unspecified) | i | 11.6 | -1.5% | 4.7% | 7.9% | 0.8% | -1.8% | 2.0% | 8.4%
COc1cc2c(cc1CNC[C@H]1O[C@@H](n3cnc4c(N)ncnc43)[C@H](O)[C@@H]1O)OCO2 | i | 32.3 | -0.6% | 3.0% | -3.5% | -4.8% | 14.4% | -0.9% | 1.9%
CN(C)c1ccc(C2NCC(CCl)O2)cc1 (stereo unspecified) | i | 4.5 | 9.7% | 6.9% | 12.3% | -9.2% | -0.3% | -0.1% | 6.5%
CCOC(=O)CN1C(=O)N[C@@H](c2cccc(C(F)(F)F)c2)[C@@H](C(=O)OC)[C@H]1C | i | -2.6 | -9.4% | 1.0% | 5.9% | 9.2% | 7.0% | 0.8% | -3.6%
COc1ccc(CCN(C)C(=O)c2cc(S(=O)(=O)N3CCCCCC3)ccc2OC)cc1OC | i | -0.6 | -21.1% | -10.5% | -6.6% | -5.6% | ? | -0.4% | -2.4%
NC(=O)CC(NC(=O)c1ccccc1)c1ccc(NCc2ccc(F)c(F)c2)c([N+](=O)[O-])c1 (stereo unspecified) | i | -0.1 | -1.0% | 10.3% | -2.8% | ? | ? | 1.4% | -9.7%
COc1cccc(NC(=O)CN2CCN(c3nc(-c4cccc(OC)c4)cs3)CC2)c1 | i | 0.0 | 0.0% | -22.2% | ? | -4.7% | ? | 0.2% | -15.2%
Cc1cc(-c2n[nH]c(=S)n2/N=C/c2ccc(Cl)c([N+](=O)[O-])c2)n[nH]1 | i | 15.4 | -14.0% | -19.0% | ? | -6.8% | 3.2% | 7.5% | 0.3%
CCN(C(=O)COC(=O)c1cnc(C)cn1)C1CCCCC1 | i | 13.0 | 18.8% | 3.4% | 3.4% | -10.5% | -13.4% | 0.0% | -32.4%

In another format: three of the compounds above.
COc1cc2c(cc1CNC[C@H]1O[C@@H](n3cnc4c(N)ncnc43)[C@H](O)[C@@H]1O)OCO2
  S2 tox: i; IL-1B inflam inh: 32.3; TGFb SMAD3 inh: -0.6%; ATXN2 expr inh: 3.0%; MCF10A rerep: -3.5%; A549 tox: -4.8%; Nrf2 block: 14.4%; Nrf2 ARE act: -0.9%; HepG2 tox: 1.9%
CN(C)c1ccc(C2NCC(CCl)O2)cc1 (stereo unspecified)
  S2 tox: i; IL-1B inflam inh: 4.5; TGFb SMAD3 inh: 9.7%; ATXN2 expr inh: 6.9%; MCF10A rerep: 12.3%; A549 tox: -9.2%; Nrf2 block: -0.3%; Nrf2 ARE act: -0.1%; HepG2 tox: 6.5%
CCOC(=O)CN1C(=O)N[C@@H](c2cccc(C(F)(F)F)c2)[C@@H](C(=O)OC)[C@H]1C
  S2 tox: i; IL-1B inflam inh: -2.6; TGFb SMAD3 inh: -9.4%; ATXN2 expr inh: 1.0%; MCF10A rerep: 5.9%; A549 tox: 9.2%; Nrf2 block: 7.0%; Nrf2 ARE act: 0.8%; HepG2 tox: -3.6%

Other compounds follow.
SMILES | S2 tox | IL-1B inflam inh | TGFb SMAD3 inh | ATXN2 expr inh | MCF10A rerep | A549 tox | Nrf2 block | Nrf2 ARE act | HepG2 tox
O=C(CNC(=O)c1cccs1)NCC(=O)OCc1ccc(F)cc1 | i | 1.3 | -0.2% | nt | -1.1% | 15.5% | -1.6% | -0.2% | -31.9%
CC(C)(C#N)NC(=O)C1CCCN1S(=O)(=O)c1ccc2ccccc2c1 (stereo unspecified) | i | 23.2 | -13.2% | -11.1% | ? | -8.5% | -10.6% | -0.9% | 3.2%
COc1cc(C(=O)NCC2CCCO2)ccc1OCc1ccc(Cl)cc1 (stereo unspecified) | i | 0.0 | ? | -3.3% | -3.1% | -5.5% | -22.0% | 4.5% | -21.1%
COc1ccc(-c2cc(=O)c3ccccc3n2C)cc1 | i | -10.5 | -11.8% | 4.9% | -1.1% | -7.0% | -26.6% | -1.3% | 4.1%
